# Bioassay records from PubChem.
# Avidin bead fluor = compound fluoresces at 488/530 nm on avidin beads; compound fluorescence 488/530 nm, flow cytometry; active compounds read high; fluorescence (KMESF) at 10 µM; 0.38% of 220,000 active; AID 1775; in the data active means fluorescence above about 47; further: inactives centre near 10
# ABCG2 inh = inhibitors of human ABCG2 transporter, ABCB1 counter-screen. Q9UNQ0. IgMXP3 cells, JC-1 efflux, flow cytometry. inhibition, % at 6.6 µM. 0.1% of 190,000 active. AID 1325;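 active means inhibition above 80%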;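 further: 0% = DMSO and 100% = nicardipine control wells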
#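 Test system: IgMXP3 (ABCG2) plus far-red-tagged CCRF-Adr (ABCB1) cells / Amount: 3 million cells/mL in well / Reagent: JC-1 transporter substrate / Timing: 10 min compound exposure, 25 °C / Signal: flow cytometry, 530 nm JC-1 signal / Read-out: percent efflux inhibition, scaled nicardipine 100% to DMSO 0% / Benchmarks: nicardipine as high control, DMSO as low control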
# Mcl1 Noxa PPI = disrupts binding of human Mcl-1 to Noxa peptide; Q07820; TR-FRET Mcl-1/Noxa peptide binding, 2 h; inhibition, % at 21.7 µM; 1.5% of 220,000 active;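 active means compounds that cut the protein-peptide binding signal by more than 50% relative to plate controls in a single-dose test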;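 further: His-tagged Mcl-1 with rhodamine Noxa BH3 peptide and terbium anti-His antibody; 0% = Mcl-1 plus Noxa peptide wells and 100% = peptide-only wells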
# RGS7-Gao = modulates binding of RGS7 to human Galphao; P09471; binding response (% of control), % at 10 µM; Multiplexed bead flow cytometry; actives lie on both sides; AID 1439; 0.35% of 220,000 active; in the data active means binding response below about 49% or above about 150%; inconclusive means no clear call, values can overlap the other calls; inactive means in between;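 further: fluorescent Galphao held in activated GDP-AlF4 state binding bead-coupled RGS7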
# Pf gametocyte = kills late stage P. falciparum gametocytes; P. falciparum stage V gametocytes, ATP luminescence, 24 h; inhibition, % at 10.9 µM; 0.065% of 150,000 active;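 active means inhibition above the mean plus 3 SD of compounds within the control limits, set per campaign, cut at about 38% in these data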;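 further: 0% = DMSO wells and 100% = medium only without gametocytes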
# Mcl1 Bid PPI = Mcl-1/Bid interaction inhibition; TR-FRET Mcl-1/Bid-Dy647 peptide binding, 1536-well; Q07820; inhibition, % at 21.7 µM; 0.97% of 220,000 active; AID 1021;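 active means compounds that cut the binding signal by more than half at the single screening dose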;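 further: His-tagged Mcl-1 with europium anti-His antibody binding Bid BH3 peptide; 0% = Mcl-1 plus peptide wells and 100% = peptide-only wells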
# Mcl-1 Bim block = human Bim-Mcl-1 interaction inhibition; Bead-based flow cytometry, Bim peptide-Mcl-1 binding; inhibition, % at 10 µM; 0.1% of 190,000 active; in the data active means inhibition above about 40%;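 further: 0% = no compound tracer wells and 100% = peptide blocker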
# ABCB1 inh = blocks JC-1 efflux by human ABCB1 transporter; P08183; CCRF-Adr cells, flow cytometry; inhibition, % at 6.6 µM; 0.067% of 190,000 active; AID 1326; in the data active means inhibition above about 40%;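 further: 0% = vehicle and 100% = reference inhibitor; higher value means more JC-1 retained so stronger ABCB1 efflux block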
# Target sequence (P08183 whole entry, looked up): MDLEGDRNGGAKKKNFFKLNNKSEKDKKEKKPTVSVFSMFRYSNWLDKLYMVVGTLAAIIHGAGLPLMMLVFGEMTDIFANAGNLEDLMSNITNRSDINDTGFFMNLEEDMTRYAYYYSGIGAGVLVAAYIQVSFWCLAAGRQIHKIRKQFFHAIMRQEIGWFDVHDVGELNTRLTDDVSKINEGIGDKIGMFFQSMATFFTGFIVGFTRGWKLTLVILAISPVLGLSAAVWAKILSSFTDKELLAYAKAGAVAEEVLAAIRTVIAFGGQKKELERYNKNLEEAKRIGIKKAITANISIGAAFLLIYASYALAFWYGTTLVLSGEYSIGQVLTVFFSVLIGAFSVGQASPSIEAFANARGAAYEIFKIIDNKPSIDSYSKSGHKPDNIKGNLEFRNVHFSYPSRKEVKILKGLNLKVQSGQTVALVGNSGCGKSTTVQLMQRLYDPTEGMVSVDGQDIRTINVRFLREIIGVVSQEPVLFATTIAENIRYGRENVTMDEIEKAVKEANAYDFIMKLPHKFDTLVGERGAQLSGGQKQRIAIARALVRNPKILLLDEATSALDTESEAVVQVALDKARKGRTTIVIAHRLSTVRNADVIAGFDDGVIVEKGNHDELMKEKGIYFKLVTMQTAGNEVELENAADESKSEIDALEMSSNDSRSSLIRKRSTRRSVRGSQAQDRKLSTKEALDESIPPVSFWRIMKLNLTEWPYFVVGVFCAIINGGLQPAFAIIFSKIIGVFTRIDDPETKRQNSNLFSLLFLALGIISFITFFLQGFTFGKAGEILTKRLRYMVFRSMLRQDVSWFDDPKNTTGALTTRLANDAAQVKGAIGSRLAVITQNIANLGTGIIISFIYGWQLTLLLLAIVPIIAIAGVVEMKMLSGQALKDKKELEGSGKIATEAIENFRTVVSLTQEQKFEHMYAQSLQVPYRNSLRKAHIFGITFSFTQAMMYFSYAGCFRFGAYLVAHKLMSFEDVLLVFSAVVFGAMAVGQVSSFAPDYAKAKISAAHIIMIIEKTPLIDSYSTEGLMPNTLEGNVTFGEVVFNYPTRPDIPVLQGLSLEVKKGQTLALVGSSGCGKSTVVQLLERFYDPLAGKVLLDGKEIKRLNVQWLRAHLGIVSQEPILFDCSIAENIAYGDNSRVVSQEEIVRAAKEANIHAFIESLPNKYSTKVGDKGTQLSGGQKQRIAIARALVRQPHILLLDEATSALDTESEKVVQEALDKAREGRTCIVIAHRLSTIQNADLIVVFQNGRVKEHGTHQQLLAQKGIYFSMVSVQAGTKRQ
# RGS4-Gao reg = human RGS4-Galphao interaction regulation | P09471 | Multiplexed bead flow cytometry, RGS4-Galphao binding; actives lie on both sides | binding response (% of control), % at 10 µM | 0.33% of 220,000 active | AID 1415; in the data active means binding response below about 49% or above about 150%; inactive means in between;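 further: fluorescent Galphao activated with aluminum fluoride binding bead-coupled RGS4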
# RGS8-Gao = regulators of human RGS8-Galphao interaction | AID 1423 | multiplexed bead flow cytometry, RGS8-Galphao binding; actives lie on both sides | response (percent of control binding), % at 10 µM | 0.34% of 220,000 active; in the data active means response below about 60% or above about 140%; inactive means in between;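 further: Galphao activated as the GDP aluminium fluoride complex binding bead-coupled RGS8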
# GSH bead fluor = compound fluoresces at 488/530 nm on GSH beads; 0.25% of 190,000 active; fluorescence (KMESF) at 10 µM; AID 1776; GSH beads flow cytometry, compound fluorescence 488/530 nm; active compounds read high; in the data active means fluorescence above about 89;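 further: glutathione beads carrying GST-tagged Bcl family fusion proteins plus one bare bead set; values are compound well signal with DMSO vehicle wells as background; inactives centre near 16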
# An asterisk follows results filed as active; ? = inconclusive; · = no result given.
nr | Structure | RGS8-Gao | Pf gametocyte | RGS7-Gao | GSH bead fluor | Mcl1 Bid PPI | ABCB1 inh
1 | COc1ccccc1CC1/C(=N/O)C2CCN1CC2 (stereo unspecified) | 101 | 2 | 97 | 23 | 4 | 0.2
2 | O=c1[nH]c(=O)n(Cc2ccco2)c(O)c1C=NC1CCN(Cc2ccccc2)CC1 | 102 | 12 | ? | · | -19 | ·
3 | O=C(CNC(=O)OCc1ccccc1)Nc1ccc(Br)cc1C(=O)c1ccccc1 | 102 | · | 98 | 34 | 9 | 1.2
4 | CC1(C)C(c2ccccc2)=NC(c2cccnc2)N1O (stereo unspecified) | 98 | -1 | 97 | 49 | -1 | 0.3
5 | CC(C)(C)N1Cc2ccccc2C1=N | 101 | -41 | 103 | 25 | -11 | 0.1
6 | O=C1NC(=O)C(=Cc2ccc3ccccc3c2)C(=O)N1 | 100 | · | ? | · | 3 | ·
7 | O=C1NC(=O)C(=Cc2ccsc2)C(=O)N1 | 104 | · | 102 | 17 | -71 | -0.4
8 | O=C(C1CCN(S(=O)(=O)N2CCOCC2)CC1)N1CCC2(CC1)OCCO2 | 98 | · | 92 | 4 | 0 | 0.2
9 | c1ccc(C2NCc3ccccc3-n3cccc32)cc1 (stereo unspecified) | 104 | · | 105 | 23 | 2 | 0.9
10 | COP(=O)(NS(=O)(=O)c1ccccc1)OC | 102 | -2 | 104 | 9 | -4 | 1.0

nr | Mcl1 Noxa PPI | Mcl-1 Bim block | Avidin bead fluor | ABCG2 inh | RGS4-Gao reg
1 | 19 | 4 | 29 | 3 | 103
2 | -4 | · | 7 | · | 104
3 | 16 | -2 | 12 | 6 | 98
4 | 9 | -2 | 37 | 1 | 96
5 | 2 | -1 | 24 | 0 | 103
6 | 38 | · | 6 | · | 100
7 | 6 | -5 | 11 | -1 | 100
8 | 10 | 2 | 16 | 2 | 84
9 | 4 | 4 | 6 | 3 | 107
10 | 14 | -1 | 11 | 2 | 99

# Following part
nr | Structure | RGS8-Gao | Pf gametocyte | RGS7-Gao | GSH bead fluor | Mcl1 Bid PPI | ABCB1 inh
11 | CCCCCSc1cc(O)c(C(CNC)C(C)C)cc1OC (stereo unspecified) | 110 | -7 | 113 | 5 | -42 | 2.8
12 | O=C(N/N=C/c1c(O)n(Cc2ccc(F)cc2)c(=S)[nH]c1=O)c1ccncc1 | 103 | 24 | ? | · | -81 | ·
13 | Cc1cccc(NC(=S)N2CC3CC(C2)c2cccc(=O)n2C3)c1C (stereo unspecified) | 101 | -31 | 104 | 14 | -44 | 0.3
14 | CN1C2CCC1CC(OC(=O)CCN1CCCC1)C2 (stereo unspecified) | 100 | · | 96 | 31 | 7 | 0.5
15 | CCc1c(C)nc(N)nc1N1N=C1SCC(=O)OC | 100 | -37 | ? | 19 | -7 | -0.1
16 | CCn1c(C)cc(/C=C2\C(=O)NC(=O)N(c3ccccc3C)C2=O)c1C | 101 | · | 100 | 18 | -51 | 1.2
17 | Cc1ccc(S(=O)(=O)N2CC2(C)CCl)cc1 (stereo unspecified) | 101 | -10 | ? | · | 11 | ·
18 | CC#CP(=O)(OCC)C(O)(c1ccccc1)C(F)(F)F (stereo unspecified) | 100 | -23 | 99 | 13 | -4 | 0.3
19 | CCN(CC)c1ccc(N=Cc2c(O)n(CCC3=CCCCC3)c(=O)[nH]c2=O)cc1 | 102 | 14 | 100 | 12 | -80 | 1.9
20 | CNS(=O)(=O)c1ccc(N=Cc2c(O)n(-c3ccc(C)cc3)c(=O)[nH]c2=O)cc1 | 101 | 20 | ? | · | -67 | ·
21 | O=c1[nH]c(O)c(N=Nc2cc(C(F)(F)F)ccc2Cl)c(=O)[nH]1 | 102 | 3 | 103 | 15 | -5 | -0.3

nr | Mcl1 Noxa PPI | Mcl-1 Bim block | Avidin bead fluor | ABCG2 inh | RGS4-Gao reg
11 | 11 | -7 | 12 | 2 | 109
12 | -78 | · | 6 | · | 99
13 | -18 | 17 | 5 | 1 | 102
14 | 20 | -4 | 12 | 2 | 102
15 | 5 | 0 | 9 | -1 | 98
16 | 14 | 0 | 10 | 3 | 97
17 | -8 | · | 9 | · | 105
18 | 6 | 0 | 10 | 1 | 100
19 | 9 | 0 | 24 | 3 | 102
20 | -3 | · | 8 | · | 100
21 | 5 | 1 | 10 | 0 | 103

# Reformatted with tabs: 12 of the compounds above.
item	SMILES	RGS8-Gao	Pf gametocyte	RGS7-Gao	GSH bead fluor	Mcl1 Bid PPI	ABCB1 inh	Mcl1 Noxa PPI	Mcl-1 Bim block	Avidin bead fluor	ABCG2 inh	RGS4-Gao reg
10	COP(=O)(NS(=O)(=O)c1ccccc1)OC	102	-2	104	9	-4	1.0	14	-1	11	2	99
11	CCCCCSc1cc(O)c(C(CNC)C(C)C)cc1OC (stereo unspecified)	110	-7	113	5	-42	2.8	11	-7	12	2	109
12	O=C(N/N=C/c1c(O)n(Cc2ccc(F)cc2)c(=S)[nH]c1=O)c1ccncc1	103	24	?	·	-81	·	-78	·	6	·	99
13	Cc1cccc(NC(=S)N2CC3CC(C2)c2cccc(=O)n2C3)c1C (stereo unspecified)	101	-31	104	14	-44	0.3	-18	17	5	1	102
14	CN1C2CCC1CC(OC(=O)CCN1CCCC1)C2 (stereo unspecified)	100	·	96	31	7	0.5	20	-4	12	2	102
15	CCc1c(C)nc(N)nc1N1N=C1SCC(=O)OC	100	-37	?	19	-7	-0.1	5	0	9	-1	98
16	CCn1c(C)cc(/C=C2\C(=O)NC(=O)N(c3ccccc3C)C2=O)c1C	101	·	100	18	-51	1.2	14	0	10	3	97
17	Cc1ccc(S(=O)(=O)N2CC2(C)CCl)cc1 (stereo unspecified)	101	-10	?	·	11	·	-8	·	9	·	105
18	CC#CP(=O)(OCC)C(O)(c1ccccc1)C(F)(F)F (stereo unspecified)	100	-23	99	13	-4	0.3	6	0	10	1	100
19	CCN(CC)c1ccc(N=Cc2c(O)n(CCC3=CCCCC3)c(=O)[nH]c2=O)cc1	102	14	100	12	-80	1.9	9	0	24	3	102
20	CNS(=O)(=O)c1ccc(N=Cc2c(O)n(-c3ccc(C)cc3)c(=O)[nH]c2=O)cc1	101	20	?	·	-67	·	-3	·	8	·	100
21	O=c1[nH]c(O)c(N=Nc2cc(C(F)(F)F)ccc2Cl)c(=O)[nH]1	102	3	103	15	-5	-0.3	5	1	10	0	103

# Only part of the results is shown. The share of hits here may be higher or lower than overall.
